HCMV antiviral: inhibitors of human cytomegalovirus; HFF cells, HCMV-luciferase reporter, 72 h; hits give low values; activity change, negative = inhibition, % at 57.5 µM; 4.5% of 410,000 active; in the data active = activity change below about -60%; inconclusive = no clear call, values can overlap the other calls; inactive = above about -39%; note: % is set by controls: 0 for no effect and ±100 for the full control effect
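Steps: HFFs plated, 16 h 37C; compounds added; HCMV-luciferase added to MOI 1 PFU/cell; 72 h 37C; OneGlo reagent, 5 min room temperature; luminescence read, normalized to controls.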
Shiga toxin inh: inhibitors of Shiga toxin in Vero cells; AID 2315; inhibition, % at 38.7 µM; Vero cells, Shiga toxin protein synthesis inhibition reporter; 9.2% of 290,000 active; in the data active = inhibition mostly above about 28%, no sharp cut-off; inactive = mostly below about 43%; note: 0% is about no effect
CHX counter: counter-screen for Shiga toxin inhibitors: cycloheximide protein synthesis inhibition; cell reporter, cycloheximide protein synthesis inhibition counterscreen; max response, %; 12% of 300,000 active; AID 2314; in the data active = max response mostly above about 13%, no sharp cut-off; inactive = mostly below about 14%; note: read at 38.3 µM for the half of the compounds with a filed dose; 0% is about no effect
AmpC no deterg: AmpC beta-lactamase inhibition without detergent; AID 485341; AmpC nitrocefin hydrolysis, absorbance 480 nm, 0.0001% Triton; Potency, µM (titrated, usually from 57.1 µM), without a hit: top-dose activity change, negative = inhibition, actives largely listed as inhibitors; 0.52% of 330,000 active;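 note: potency is the fitted concentration of half-maximal effect; plate controls were no compound for no effect and no enzyme for full effect; nearly all actives have a fitted effect of over 20% in size; some results filed as inactive show a strong effect at the top dose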
Target sequence (P00811 whole entry, looked up): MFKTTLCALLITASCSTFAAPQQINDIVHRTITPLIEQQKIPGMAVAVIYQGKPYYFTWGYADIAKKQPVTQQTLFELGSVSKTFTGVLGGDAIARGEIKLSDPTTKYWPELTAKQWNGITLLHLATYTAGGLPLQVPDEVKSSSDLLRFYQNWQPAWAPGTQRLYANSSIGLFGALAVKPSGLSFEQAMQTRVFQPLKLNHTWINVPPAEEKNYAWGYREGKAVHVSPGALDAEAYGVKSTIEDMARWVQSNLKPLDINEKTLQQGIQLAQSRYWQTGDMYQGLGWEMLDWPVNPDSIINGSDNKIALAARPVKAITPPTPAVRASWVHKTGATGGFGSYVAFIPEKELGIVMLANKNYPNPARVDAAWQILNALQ
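AmpC (5.3 nM in the dispensed reagent) in 20 mM phosphate pH 7.0 with 0.01% (detergent screen) or 0.0001% Triton X-100 was preincubated with compounds for 15 min at room temperature. Nitrocefin was then added from an 800 uM solution, and hydrolysis was followed at 480 nm.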
AMA1 RON2 block: inhibitors of Plasmodium falciparum AMA1-RON2 interaction. AlphaScreen AMA1-biotinylated RON2 peptide binding. Potency, µM (series often up to 58.2 µM), for the others: at the highest dose activity change, negative = inhibition, most hits filed as inhibitors. 0.2% of 360,000 active;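 note: potency is the fitted concentration of half-maximal effect; 0% = vehicle wells and -100% = peptide control; nearly all actives have a fitted effect of over 45% in size; some results filed as inactive show a strong effect at the top dose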
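AMA1 (3D7) with his tag at 25 nM final met compounds first, then biotinylated RON2 peptide at 25 nM; detection used donor plus acceptor beads, 10 µg/mL apiece, read by AlphaScreen after 30 min at room temperature.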
AmpC detergent: AmpC beta-lactamase inhibition with detergent present; P00811; AID 485294; AmpC hydrolysis of nitrocefin, absorbance 480 nm, 0.01% Triton; 0.041% of 370,000 active; Potency, µM (top dose mostly 114 µM), inactives show top-dose activity change, negative = inhibition, hits mostly inhibitors;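 note: potency is the fitted concentration of half-maximal effect; 0% = no-compound wells and -100% = no-enzyme wells; nearly all actives have a fitted effect of over 25% in size; some results filed as inactive show a strong effect at the top dose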
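20 mM phosphate pH 7.0 + 0.01% (detergent screen) or 0.0001% Triton X-100; 5.3 nM AmpC reagent; cpd preinc 15 min RT; nitrocefin (800 uM stock) to start; A480 q20 s × 4 min; Activity was normalised to no-enzyme and no-compound control wells.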
FBPA Giardia inh: blocks Giardia fructose-bisphosphate aldolase activity | A8B2U2 | purified Giardia FBPA | Potency, µM (titrated, usually from 59.6 µM), for the others: at the highest dose activity, negative = inhibition, most hits filed as inhibitors | 0.71% of 290,000 active; note: potency is the fitted concentration of half-maximal effect; % is set by controls: 0 for no effect and ±100 for the full control effect; nearly all actives have a fitted effect of over 55% in size
Target sequence (A8B2U2 whole entry, looked up): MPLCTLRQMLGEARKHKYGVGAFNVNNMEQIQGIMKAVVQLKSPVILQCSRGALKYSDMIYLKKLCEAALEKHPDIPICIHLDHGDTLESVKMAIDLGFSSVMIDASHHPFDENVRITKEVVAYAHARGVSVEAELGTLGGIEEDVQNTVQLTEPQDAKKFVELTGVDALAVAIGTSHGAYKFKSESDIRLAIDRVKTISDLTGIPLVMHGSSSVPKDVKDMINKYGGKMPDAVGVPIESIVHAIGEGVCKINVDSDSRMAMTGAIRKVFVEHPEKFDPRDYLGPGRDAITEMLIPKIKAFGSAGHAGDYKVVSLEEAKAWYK
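Giardia FBPA (40 nM reagent) was preincubated 10 min at RT with compound (up to 57.5 uM final), then substrate plus GAPDH/TPI/NAD/arsenate coupling system with diaphorase/resazurin was added; resorufin fluorescence (525/598 nm) was read after 20 min.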
Active calls of the source: *; ? = inconclusive; . = not tested or not shown; & = joins results of further samples; [ ] = another dose, or the depositor's remark. Unless noted, calls come from the whole dose curve; as a rule, active = well fitted curve in the direction sought with a large enough effect; inconclusive = small, poorly fitted or top-dose-only effect, or another doubt; inactive = no such curve, though single readings can be large; an effect the other way counts as inactive or inconclusive.

A first look, 3 compounds:
molecule | HCMV antiviral | Shiga toxin inh | CHX counter | AmpC no deterg | AMA1 RON2 block | AmpC detergent | FBPA Giardia inh
Cc1ccc(OCC(=O)Nc2ccc(N3CCOCC3)cc2)c([N+](=O)[O-])n1 | -39.4 | -6.1 | -2.4 | -2.4% | -3.7% | -1.0% | 2.7%
CCOc1ccc(S(=O)(=O)NCc2cccnc2)cc1 | 2.4 | -9.7 | 1.3 | -2.1% | 5.6% | -0.5% | 2.7%
CCCCOCC(O)CCc1n[nH]c(=S)n1-c1ccccc1 (stereo not drawn) | -12.2 | -13.6 | -0.6 | 12.2% | -5.4% | -5.3% | -6.7%

The whole of this part, previewed entries included:
molecule | HCMV antiviral | Shiga toxin inh | CHX counter | AmpC no deterg | AMA1 RON2 block | AmpC detergent | FBPA Giardia inh
Cc1ccc(OCC(=O)Nc2ccc(N3CCOCC3)cc2)c([N+](=O)[O-])n1 | -39.4 | -6.1 | -2.4 | -2.4% | -3.7% | -1.0% | 2.7%
CCOc1ccc(S(=O)(=O)NCc2cccnc2)cc1 | 2.4 | -9.7 | 1.3 | -2.1% | 5.6% | -0.5% | 2.7%
CCCCOCC(O)CCc1n[nH]c(=S)n1-c1ccccc1 (stereo not drawn) | -12.2 | -13.6 | -0.6 | 12.2% | -5.4% | -5.3% | -6.7%
COc1ccc([C@@H]2C[C@@H](c3ccccc3)Oc3cc(C)cc(C)c32)cc1 | -11.6 | 1.3 | -4.8 | -9.1% | -0.7% | 8.8% | -4.2%
C=CCn1c(COc2ccc(Cl)cc2)nnc1SCC(=O)N1CC(=O)Nc2ccccc21 | 14.2 | -5.5 | -3.2 | 44.4% | -16.5% | -10.2% | 1.2%
CCc1ccc(CN(C)C(C)C(=O)Nc2ccc(S(=O)(=O)N3CCCC3)cc2)cc1 (stereo not drawn) | -36.9 | . | . | 3.8% | -18.7% | -14.4% | .
Cc1ccc(-c2nnn(CC(=O)N(c3ccccc3)C(C(=O)NC3CCCC3)c3ccco3)n2)o1 (stereo not drawn) | 37.0 | -22.0 | -2.3 | -53.6% | 12.9% | ? | 5.6%
Cc1ccc2nc(SC(C)C(=O)N3CCCC3)[nH]c2c1 (stereo not drawn) | 84.7 | 57.1* | 25.2* | -9.9% | 10.2% | -4.5% | -16.0%
Cc1cccc2c1-c1sc(C(=O)N3CCc4ccccc4C3)cc1CO2 | -24.6 | 12.3 | -3.1 | 0.3% | 70.2%[activator] | ? | -8.5%
Cc1csc2ncc(C(=O)NCc3ccccc3Cl)c(=O)n12 | -17.3 | 8.7 | -2.8 | 5.3% | -5.3% | ? | -3.1%
O=C(CCC(=O)OCC(F)(F)C(F)F)Nc1ccc(F)cc1F | 1.3 | -2.6 | 0.9 | -9.6% | 4.3% | -9.9% | 6.3%
CCc1ccc(NC(=O)NNC(=O)CCc2ccccc2)cc1 | 51.4 | -7.9 | 2.0 | -30.2% | 69.4%[activator] | ? | -4.6%
COc1cccc(-n2nnc3c(=O)n(CC(=O)Nc4ccc(C)cc4)cnc32)c1 | 7.1 | 3.6 | -1.4 | -15.9% | -4.5% | 2.7% | 9.4%
COC(=O)c1ccc(NC(=S)NCCCN2CCCC2=O)cc1 | 0.0 | -2.1 | 0.2 | -2.5%[2.29 µM] | 18.4% | -12.3% | 0.6%
O=C(Nc1ncccn1)c1ccc(Cl)c([N+](=O)[O-])c1 | 48.2 | . | -5.8 | -18.1% | 3.8% | 5.1% | 13.2%
CC(C)c1ccccc1NC(=O)c1ccc(CN(c2ccccc2)S(=O)(=O)c2ccccc2)cc1 | . | -12.9 | -4.1 | -27.3% | . | 2.0% | 1.9%
Cc1ccc(S(=O)(=O)CCC(=O)Nc2ccc(Br)cc2)cc1 | -24.7 | -19.5 | -4.6 | -14.0% | 5.6% | 4.5% | -8.0%
CN(C)CCCNc1oc(-c2ccccc2Cl)nc1S(=O)(=O)c1ccccc1 | -27.4 | . | . | 51.1% | 0.2% | 1.3% | .
COc1ccc(C(=O)C2CCCN(C(=O)CCc3ccccn3)C2)c(C)c1 (stereo not drawn) | -12.3 | -15.1 | 7.8 | 42.2% | -5.9% | 8.4% | -1.5%
O=C(NC(=S)Nc1cccnc1Cl)c1ccc(F)cc1 | 34.4 | 83.4* | 48.5* | -22.4% | 28.1% | 1.2% | 14.1µM*
COc1ccccc1/C=C1\SC(=O)N(CC(=O)NCCCn2ccnc2)C1=O | ? | -3.1 | -0.9 | 97.5%[activator] | 0.9% | 2.8% | -5.6%
O=C(NNC1=C(C(=O)C(F)(F)F)CCC1)c1cccnc1 | 5.0 | 50.4 | 37.5* | -21.0% | 111.7%[activator] | -0.2% | 4.3%
Cc1cccc(-n2c(-c3ccccc3)nc3ccccc3c2=O)n1 | -12.3 | -11.7 | -1.3 | -7.8% | -10.1% | 5.8% | 2.7%
Cc1cc(-n2cnc(-c3cn(C)nc3C)n2)no1 | 24.5 | 52.5* | 21.3* | -6.3% | -13.2% | -7.2% | 6.1%
c1cc(Nc2cccc3nccnc23)c2nccnc2c1 | 1.9 | -9.1 | -1.5 | -19.3% | 46.7%[activator] | 5.1% | -0.2%
Cc1cccc(C(=O)NCC(=O)N2CCN(S(=O)(=O)c3ccc4c(c3)OCCO4)CC2)c1 | -23.2 | . | . | -30.1% | 0.1% | -6.0% | .
CCOCCCNC(=S)NCCCNc1nc2c(C)c(C)ccc2cc1C#N | -30.3 | 3.3 | 6.7 | 157.8%[activator] | 41.7%[activator] | -9.0% | -19.5%
CCN(CC)NC(=S)Nc1ccccc1 | 24.3 | -2.8 | -2.0 | -4.4% | 49.3%[activator] | -0.2% | -14.2%
CCc1ccc(N/C(=N/c2nc(C)cc(C)n2)NC(C)=O)cc1 | -60.0* | -1.6 | 7.2 | 144.4%[activator] | -8.6% | ? | 1.2%
O=C(CCc1ccc(S(=O)(=O)N2CCOCC2)cc1)N1CCCC1 | -12.4 | -21.3 | -4.8 | 1.8% | -9.2% | 0.1% | 5.3%

New compounds follow.
Each structure is followed by: HCMV antiviral	Shiga toxin inh	CHX counter	AmpC no deterg	AMA1 RON2 block	AmpC detergent	FBPA Giardia inh
- O=C(COC(=O)c1ccc(F)cc1Cl)Nc1cccc(S(=O)(=O)N2CCOCC2)c1
  26.5	.	.	-12.3%	2.5%	-14.5%	.
- Cc1c(CC(=O)NCCCO)c(=O)oc2cc3c(cc12)CCC(C)(C)O3
  30.1	20.9	16.2	1.0%	-2.3%	-4.2%	14.0%
- COc1ccc(C(=O)/C=C/c2cccc(OCc3ccccc3)c2)cc1CSCC(=O)O
  -27.7	-2.2	-7.7	-8.5%	-13.9%	-0.2%	11.7%
- CCNc1nc(SCCOc2ccc(C)cc2)nc(N(C)C)n1
  -28.4	-13.9	-2.8	-7.6%	?	-10.8%	1.4%
- CC1=Nc2cc(C(=O)N3CCCCC3)ccc2Sc2ccc(C)cc21
  -15.1&10.2	-2.6	18.1	152.4%[activator]	-7.2%	5.3%&-0.1%	-5.7%
- C/C=C(\CS(=O)(=O)c1ccccc1)S(=O)(=O)c1ccccc1
  ?	44.1*	14.5*	-26.7%	25.9%	-3.5%	-0.7%
- CCc1nc2ccccc2c(C(=O)Oc2cccc3cccnc23)c1C
  26.8	-4.3	2.9	-0.6%	17.3%	-9.3%	10.4%
- Cc1cc(N(C)C)c(C#N)c(=O)[nH]1
  4.0	-21.1	-2.0	-19.3%	14.7%	0.3%	0.2%
- Cc1csc(NC(=O)c2ccco2)c1C(=O)c1ccccc1
  3.0	-15.1	-2.6	-17.1%	-0.5%	1.0%	3.0%
- O=C(Cc1ccc([N+](=O)[O-])cc1)Nc1ccc2c(c1)OCO2
  -4.9	19.5	-5.0	-24.1%	-11.8%	0.8%	0.0%
- CC1(C)Cc2c(c(-c3ccccc3)[nH]c(=O)c2C#N)CS1
  -4.6	-11.6	5.1	-34.1%	-20.2%	?	3.3%
- CCOC(=O)N1CCN(S(=O)(=O)c2ccc(C)c([N+](=O)[O-])c2)CC1
  -62.0*	-9.1	-1.7	46.2%	2.2%	8.1%	7.5%
- c1ccc(-c2nc3nonc3nc2-c2ccccc2)cc1
  -78.0*	24.9	0.7	-26.3%	?	?	?
- COc1ccc(Cl)cc1N1CC(C(=O)Nc2nccs2)CC1=O (stereo not drawn)
  -67.4*	0.9	-1.5	.	-3.4%	-3.8%	26.7%
- O=C(c1cc2c(s1)-c1ccccc1S(=O)(=O)C2)N1CCCC1
  -39.9	13.2	6.1	-18.5%	-3.6%	-0.1%	-0.4%
- Cc1nc(C)c(-c2ccc(SCc3cccc(F)c3)nn2)s1
  -28.6	24.7	20.6*	115.6%[activator]	-3.8%	-12.1%	-9.0%
- CCOc1ccc(/C=C/C(=O)C(C(N)=O)=C2SCCS2)cc1
  -72.9*	57.2*	34.5*	-1.3%	-17.5%	-3.8%	-1.6%
- Cc1ccc(N(CC(=O)NCc2ccccc2)C(=O)c2csnn2)c(C)c1
  16.6	-14.2	-6.3	0.4%	0.2%	-4.2%	8.8%
- CCC(CO)[n+]1c(C)cc(/C=C2\Sc3ccccc3N2Cc2ccccc2)cc1C (stereo not drawn)
  -100.5*	12.0	-1.0	34.2%	5.9%	2.3%	-20.1%
- Cc1ccc(-c2nn(CCC#N)cc2C(=O)O)cc1C
  1.4	-5.7	-1.9	-16.6%	-3.6%	-9.2%	2.4%
- O=C(CSc1nnc(Nc2ccccc2)s1)Nc1cccnc1Cl
  ?	-14.8	2.4	-25.4%	10.4%	?	-8.6%
- Cc1cccc(NC(=O)CSc2nc(-c3ccco3)nc3cc(=O)[nH]n23)c1
  -14.8	.	.	-15.3%	.	-2.3%	.
- C[C@H](NC(N)=O)C(=O)Nc1ccc2c(c1)OCO2
  2.6	3.4	23.4*	16.3%	28.9%	2.2%	5.4%
- O=C(C1CCCN(S(=O)(=O)c2cccc3cccnc23)C1)N1CCN(c2ccc(F)cc2)CC1 (stereo not drawn)
  -18.2	3.4	0.9	84.5%[activator]	-11.0%	0.9%	-0.1%
- Cc1ccc(NC(=O)CSc2ccc(-c3cccnc3)nn2)cc1
  -6.1	14.7	0.4	24.0%	-2.3%	-2.2%	-3.7%
- O=C(COc1ccc(-c2ccccc2)cc1)Nc1cccnc1
  ?	.	.	-2.7%	-1.4%	8.7%	.
- CCOC(=O)c1c(NC(=S)N2CCN(C)CC2)sc2c1CCN(C(=O)OCC)C2
  -98.8*	-15.8	-5.1	121.3%[activator]	?	5.4%	-9.7%
- O=C(O)/C=C/C(=O)Nc1ccc(OC(F)F)cc1
  6.9	-12.2	-2.6	-17.1%	-2.1%	1.0%	-1.8%

From PubChem BioAssay
